Screening data deposited in PubChem by several laboratories.
Diaphorase inh: diaphorase inhibition or chemical oxidation counter-screen; diaphorase resazurin-to-resorufin fluorescence, NADH, 16 min; bacterial (C. kluyveri) enzyme, not human; inhibition, % at 20 µM; 190,000 compounds, 0.69% hits;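 active = primary screen inhibition at 20 µM above a set limit, cut at about 50% in these data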;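 also: plate controls were DMSO with full reaction for no effect and wells lacking NADH for full effect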
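System: Bacterial diaphorase enzyme (C. kluyveri) | Incubation: 16-min room-temperature incubation before reading | Benchmarks: No-NADH positive control and DMSO neutral control | Measured by: Resorufin fluorescence 544/590 nm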
PMI act: phosphomannose isomerase (human) activation | 190,000 compounds, 0.005% hits | activation factor at 20 µM | P34949 | purified human PMI, coupled resazurin fluorescence, 20 min; active compounds read high; 1 = vehicle control, 0 substrate-free wells | AID 1214;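 active = activation factor of 2 or more at 20 µM, relative to plate controls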
Target sequence (P34949 whole entry, looked up): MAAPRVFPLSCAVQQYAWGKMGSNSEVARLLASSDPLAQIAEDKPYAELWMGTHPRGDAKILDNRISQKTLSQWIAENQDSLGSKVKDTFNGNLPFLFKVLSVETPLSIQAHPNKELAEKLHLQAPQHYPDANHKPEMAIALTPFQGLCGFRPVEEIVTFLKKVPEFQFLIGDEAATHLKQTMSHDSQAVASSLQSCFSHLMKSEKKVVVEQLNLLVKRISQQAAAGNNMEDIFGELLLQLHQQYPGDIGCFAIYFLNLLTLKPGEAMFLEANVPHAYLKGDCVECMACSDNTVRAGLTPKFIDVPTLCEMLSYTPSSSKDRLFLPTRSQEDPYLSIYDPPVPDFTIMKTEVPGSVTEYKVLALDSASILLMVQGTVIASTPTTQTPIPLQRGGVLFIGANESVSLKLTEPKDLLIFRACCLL
bIAP inh: blocks bovine intestinal alkaline phosphatase activity | purified bovine IAP, CDP-star luminescence, 30 min | inhibition, % at 20 µM | 190,000 tested, under 10 active;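 active = over 50% inhibition of intestinal alkaline phosphatase at 20 µM in the single-dose screen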
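Assay system – bovine IAP enzyme · Quantity – bovine IAP at 1/65,000,000 final dilution · Detection – CDP-star luminescence signal · Times – 30 min reaction at room temperature · Also added – CDP-star substrate at 30 µM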
PMI act satM6P: PMI (human) activation, high substrate | P34949 | coupled PMI enzyme assay, resazurin fluorescence, 20 min; active compounds read high; 1 = untreated enzyme, 0 = substrate-free blank | activation factor at 20 µM | 190,000 compounds, 0.34% hits | AID 1216;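 active = activation factor of 2 or more at 20 µM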
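Test system: human phosphomannose isomerase with PGI, G6PDH, diaphorase coupling enzymes; amount: 15 ng/mL PMI; incubation: enzyme reaction with compound 20 min at room temperature; technique: resorufin fluorescence (Ex 544/Em 590 nm) from resazurin via diaphorase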
Diaphorase act: activates diaphorase or chemically reduces, flagging diaphorase assay artifacts. Diaphorase/resazurin coupled assay, resorufin fluorescence, 16 min; active compounds read high; 1 = vehicle wells, 0 = NADH-free wells. activation factor at 20 µM. 190,000 compounds, 0.005% hits. AID 1229;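 active = diaphorase activity raised at least twofold by the compound at 20 µM; inactive = activation factor below 2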
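Test system: Clostridium kluyveri diaphorase, purified enzyme; input: enzyme 0.07 U/mL final; buffer or medium: 50 mM HEPES pH 7.4 with 4.542 mM MgCl2, 0.005% Tween 20; also added: 0.114 mM NADH and 0.1 mM resazurin, final amounts; schedule: 16 min enzyme reaction, ambient temperature; technique: fluorescence of resorufin, 544 nm excitation, 590 nm emission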
L major viab: reduces viability of Leishmania major promastigotes; resazurin fluorescence viability; inhibition, % at 10 µM; 200,000 compounds, 9% hits; in the data active = inhibition above about 50%;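 also: promastigotes grown with compound for 44 hours at 28 °C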
TNAP inh hiacc: blocks human TNAP under high phosphate acceptor concentration | 200,000 compounds, 0.03% hits | inhibition, % at 20 µM | P05186 | purified TNAP, CDP-star luminescence, 1 M DEA;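 active = over 50% inhibition of tissue-nonspecific alkaline phosphatase at 20 µM in the single-dose screen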;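 also: plate controls were DMSO wells for no effect and EDTA-quenched wells as full inhibition for full effect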
Target sequence (P05186 whole entry, looked up): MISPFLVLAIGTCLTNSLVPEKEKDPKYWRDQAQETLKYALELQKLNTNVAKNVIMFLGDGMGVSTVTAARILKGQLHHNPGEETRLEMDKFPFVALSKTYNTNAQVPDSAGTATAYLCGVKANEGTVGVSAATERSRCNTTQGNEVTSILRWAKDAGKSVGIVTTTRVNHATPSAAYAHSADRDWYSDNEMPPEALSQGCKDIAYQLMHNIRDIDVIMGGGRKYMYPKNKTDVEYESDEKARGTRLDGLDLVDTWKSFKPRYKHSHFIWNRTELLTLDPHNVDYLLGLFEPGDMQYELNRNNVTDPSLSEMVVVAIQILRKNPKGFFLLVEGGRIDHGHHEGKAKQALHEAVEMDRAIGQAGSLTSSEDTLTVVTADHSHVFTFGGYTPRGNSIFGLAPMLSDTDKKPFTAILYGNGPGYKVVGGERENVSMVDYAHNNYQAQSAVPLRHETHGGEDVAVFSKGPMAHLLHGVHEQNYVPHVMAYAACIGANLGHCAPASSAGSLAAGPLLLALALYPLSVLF
TNAP inh no acc: blocks human TNAP activity with no phosphate acceptor present | AID 1012 | 200,000 compounds, 0.26% hits | inhibition, % at 20 µM | purified TNAP, CDP-star luminescence, 30 min;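 active = tissue-nonspecific alkaline phosphatase inhibition above about 50% at 20 µM in the single-dose screen, limit read from the data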;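 also: 0% = DMSO negative control and 100% = EDTA positive control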
TNAP act hiacc: TNAP (human) activation, high acceptor. P05186. purified TNAP, CDP-star luminescence, 1 M DEA, 30 min; active compounds read high; 0 = EDTA background, 1 = DMSO-only activity. activation factor at 20 µM. 200,000 tested, under 10 active. AID 1136;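 active = activation factor at least 2 at 20 µM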
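Measured by: Luminescent substrate turnover signal | Test system: Human TNAP | Input: TNAP 1/800 final | Dosing: 20 µM single point | Schedule: 30 min, room temperature | Controls: EDTA wells as negative control, DMSO wells as positive control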
bIAP activator: increases bovine intestinal alkaline phosphatase activity | AID 1016 | 200,000 compounds, 0.17% hits | purified bovine IAP, CDP-star luminescence, 30 min; active compounds read high; fold of DMSO-control signal, blank-subtracted | activation factor at 20 µM;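 active = activation factor of 2 or more at 20 µM, a signal rise over negative controls twice the positive control's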
* marks the source's active call; other numbers are inactive results.

SMILES	Diaphorase inh	PMI act	bIAP inh	PMI act satM6P	Diaphorase act	L major viab	TNAP inh hiacc	TNAP inh no acc	TNAP act hiacc	bIAP activator
Cc1nn(C(=O)c2nn(C)cc2Cl)c(C)c1Br	11	0.9	11	0.8	0.9	44	-5	16	1	0.9
FC(F)Sc1ccc(NC(=S)NC2CCCCC2)cc1	42	0.9	26	0.9	0.6	12	-9	-8	1.1	0.7
COc1ccccc1C(CC(N)=O)c1ccco1 (stereo unspecified)	2	1	-1	1	1	4	3	-4	1	1
NC(=O)c1ccc(N=C2C(=O)Nc3ccc([N+](=O)[O-])cc32)cc1	18	0.5	-11	0.2	0.8	1	-2	3	1	1.1
N#C/C(=C\c1ccccc1)C(=O)NC(=O)Oc1ccccc1	16	0.9	5	0.9	0.8	-5	1	-5	1	0.9
CS(=O)(=O)N(Cc1ccc(Cl)cc1)c1ccc(C(=O)Nc2cccnc2)cc1	17	1	-2	1	0.8	44	-5	-9	1	1
C/C(=N\NC(=O)CCc1ccc(S(=O)(=O)N2CCOCC2)cc1)c1ccc(OC(F)F)cc1	6	1	-5	1	0.9	-6	-2	-2	1	1
Cn1cnc2cc(NS(=O)(=O)c3ccc(Br)cc3)ccc21	3	1	18	1.1	1	10	2	1	1	0.8
O=C(OCC(F)(F)C(F)F)c1ccccc1C(=O)Oc1ccc(F)cc1F	8	1	17	1	0.9	11	-2	-12	1	0.8
Cc1cccc(N2CCN(C(=O)C3CCN(S(=O)(=O)c4cccnc4)CC3)CC2)c1C	20	0.9	11	0.9	0.8	14	-7	-4	1.1	0.9
CCn1c(COc2ccc(=O)n(-c3ccccc3)n2)nnc1SCc1ccc(C)cc1	28	0.9	5	1	0.7	-4	-2	-2	1	0.9
COC(=O)C(NC(=O)c1ccccc1)(Nc1cc(C)cc(C)n1)C(F)(F)F (stereo unspecified)	12	1	-10	0.9	0.9	6	-4	-8	1	1.1
CCCC1=C(C(=O)OCC)C(c2ccc(N(C)C)cc2)n2ncnc2N1 (stereo unspecified)	-2	1	-2	1	1	23	-5	10	1.1	1
Cc1cccc(-c2nc(C#N)c(N3CCCCCC3)o2)c1	14	0.9	10	0.9	0.9	10	-3	-11	1	0.9
O=c1c2ccccc2nc2n1CCN2Cc1ccc(Cl)cc1	11	0.9	8	1	0.9	-8	-2	-4	1	0.9
C=CCn1c(SCC(=O)NC2CCCCC2)nnc1-c1sc(N)nc1C	11	0.9	3	0.8	0.9	-4	-5	-18	1.1	1
O=C(N/N=C/c1cccc(O)c1)NC1CCCCC1	13	1	13	1	0.9	10	-5	-13	1.1	0.9
O=C(CNS(=O)(=O)c1c(Cl)cccc1Cl)OCc1csc(-c2ccccc2)n1	17	0.9	16	0.9	0.8	57*	2	-1	1	0.8
CON(c1nc(N(C)C)nc(N(C)C)n1)S(=O)(=O)c1ccccc1Cl	13	0.9	-2	0.9	0.9	65*	0	-3	1	1
Cc1ccc(C(=O)N/C(=C\c2ccc3c(c2)OCO3)C(=O)Nc2ccc(C(=O)O)cc2)cc1	-9	1.1	0	1	1.1	-8	-4	-17	1	1

2 records drawn at random from those above:
SMILES	Diaphorase inh	PMI act	bIAP inh	PMI act satM6P	Diaphorase act	L major viab	TNAP inh hiacc	TNAP inh no acc	TNAP act hiacc	bIAP activator
CCn1c(COc2ccc(=O)n(-c3ccccc3)n2)nnc1SCc1ccc(C)cc1	28	0.9	5	1	0.7	-4	-2	-2	1	0.9
CS(=O)(=O)N(Cc1ccc(Cl)cc1)c1ccc(C(=O)Nc2cccnc2)cc1	17	1	-2	1	0.8	44	-5	-9	1	1

Remaining list, next part.
SMILES	Diaphorase inh	PMI act	bIAP inh	PMI act satM6P	Diaphorase act	L major viab	TNAP inh hiacc	TNAP inh no acc	TNAP act hiacc	bIAP activator
CCCC(CCC)n1[nH]c(=O)c2c(C)cc(C)nc21	5	1.1	5	1	0.9	-1	-4	-7	1	0.9
Cc1cc(NC(=O)CN2CCCCC2)no1	11	1.1	-2	1.1	0.9	-1	-4	-10	1	1
Cn1c(SCC(=O)Nc2ccccc2)nnc1C(F)(F)F	2	1	2	1.1	1	-9	-1	-5	1	1
CC(C)(C)N1CC(C(=O)O)CC1=O (stereo unspecified)	3	1	-5	1	1	-8	-2	-8	1	1
CCOC(=O)C1=C(C)N(CCCC(=O)O)C(=O)NC1c1ccc([N+](=O)[O-])cc1 (stereo unspecified)	12	0.9	16	0.9	0.9	-4	-3	-10	1	0.8
COc1ccccc1NS(=O)(=O)c1ccc(Cl)c(NC(=O)C(C)N2C(=O)c3ccccc3C2=O)c1 (stereo unspecified)	18	0.9	13	0.9	0.8	32	1	-3	1	0.9
Cc1noc(C)c1COC(=O)Cc1ccc(Cl)c(Cl)c1	12	0.9	8	1	0.9	-4	-3	-11	1	0.9
S=C(N/N=C/c1ccccc1)N1CCOCC1	17	1	10	1	0.8	17	-1	-3	1	0.9
Cc1ccccc1OCC(O)CN1CCC(C)CC1 (stereo unspecified)	5	1	3	0.9	0.9	72*	-2	0	1	1
CCCS(=O)(=O)c1c(S(=O)(=O)CCC)c2ccc(C(N)=O)cn2c1C(=O)c1ccc(OC)cc1	19	0.8	6	0.9	0.8	-7	-3	-7	1	0.9
COc1ccc(C2=Nn3c(nnc3-c3ccccc3)SC2)cc1OC	4	1	16	1	1	1	-2	-18	1	0.8
CC(C)(C)n1ncc2c(=O)n(CC(=O)N3CCN(c4ccccc4)CC3)cnc21	9	1	-1	1.1	0.9	2	-5	-12	1.1	1
Cc1ccc(C)c(NC(=O)CSc2nc3ccc(N4C(=O)c5ccccc5C4=O)cc3s2)c1	0	1	7	1	1	99*	1	-1	1	0.9
C=CCNC(=O)c1ccccc1NC(=O)c1ccccc1SC	17	1	3	1	0.8	-1	-4	0	1	1
COC(=O)c1ccc(CSc2nnc(Nc3ccc(C)cc3)s2)o1	6	1	27	1.1	0.9	6	-6	-6	1.1	0.7
CC(=O)N1CCN(c2ccccc2NC(=O)COc2cc(C)ccc2C(C)C)CC1	18	0.8	4	0.9	0.8	30	-5	-8	1	1
O=C(CN1CCOc2ccccc21)NCc1cccs1	14	0.9	-4	0.9	0.9	-4	-3	-10	1	1
CN(CCC#N)C(=O)Cn1nc(Cc2ccncc2)c2ccccc2c1=O	-6	1.1	-9	1.1	1.1	-4	2	-14	1	1.1
c1ccc(Nc2c(-c3ccco3)nc3ccccn23)cc1	10	1	1	1	0.9	49	-5	-22	1	1
CC(=O)N=C1SC2CS(=O)(=O)CC2N1c1ccc(-c2nc3ccc(C)cc3s2)cc1 (stereo unspecified)	18	0.9	9	0.8	0.8	-1	-3	-2	1	0.9
O=c1[nH]c(CN2CCOCC2)nc2cc(Cl)ccc12	0	1.1	0	1.1	1	-10	-5	1	1.1	1
CC(=O)Nc1cccc(N=NN2CCCCC2)c1	8	1	5	1	0.9	-7	-3	-8	1	0.9
Nc1ccc(-c2nc3ccc(N)cc3[nH]2)cc1	11	0.8	-12	0.6	0.9	11	-5	-3	1	1.1
Cc1nccn1CCN(C)Cc1cn(Cc2ccccc2)nc1-c1ccc2c(c1)OCO2	-5	1	-22	1.1	1.1	5	-4	-5	1	1.2
CC(C)Nc1ncnc2c1cnn2-c1ccc(Cl)cc1	8	0.9	6	0.9	0.9	25	-1	-5	1	0.9
COc1ccc(CCNc2nc(=S)[nH]c3cc(OC)c(OC)cc23)cc1OC	3	1.1	4	1	1	10	-4	-8	1	1
CCCN1C(=O)NC2(O)C(=O)c3ccccc3C12O (stereo unspecified)	-18	1	-2	1	1.2	-5	-4	14	1	1
O=C(c1cnn2c(C(F)(F)F)cc(-c3ccco3)nc12)N1CCCCCC1	16	0.9	3	0.9	0.8	4	-2	-10	1	1
O=C(CSc1ncn[nH]1)Nc1cccc2ccccc12	8	0.8	15	0.9	0.9	1	0	-4	1	0.8
O=C(O)CCc1nnc2n(Cc3ccc(F)cc3)c(=O)c3ccccc3n12	11	1	-2	0.9	0.9	-6	0	-5	1	1
C(=N\c1nccs1)/c1cccnc1	-4	1.2	31	1.2	1	-8	13	5	0.9	0.7
Cc1cccc(OCCCC(=O)N2CCCc3ccccc32)c1C	10	0.9	5	1	0.9	3	12	-8	0.9	0.9
Cc1cccc(NC(=O)C23CCC(C)(C2Br)C3(C)C)c1 (stereo unspecified)	7	1.1	6	1.1	0.9	2	0	1	1	0.9
Cc1ccc(NNC(=O)C(=O)N2CCCCC2)cc1	12	1.4	10	1.6	0.9	66*	-2	-7	1	0.9
O=C1C2ON(c3ccccc3)C(c3ccncc3)C2C(=O)N1c1ccccc1 (stereo unspecified)	11	0.9	9	0.9	0.9	0	0	-8	1	0.9
CC1(C)SC(=S)N(/N=C/c2ccccc2)C1N(O)C(=O)Nc1ccc([N+](=O)[O-])cc1 (stereo unspecified)	9	0.8	14	0.8	0.9	20	2	-10	1	0.9
C/C=C/CSc1nc2c(c(=O)[nH]c(=O)n2C)n1CCC	0	1	1	1	1	2	-8	-16	1.1	1
Clc1cccc(-c2nc(NCCN3CCOCC3)c3ccccc3n2)c1	18	0.9	-7	0.9	0.8	75*	-6	-9	1.1	1.1
CN(C)c1nc(N)nc(CSc2ncc(Cl)cc2Cl)n1	14	0.8	2	0.8	0.9	7	1	-3	1	1
CCn1c(C(=O)NCCCN2CCc3ccccc3C2)cc2sccc21	2	1	-14	0.9	1	91*	2	12	1	1.1
COc1ccc(N2CCN(C(CNS(=O)(=O)c3ccc4c(c3)OCCO4)c3ccco3)CC2)cc1 (stereo unspecified)	-3	0.9	-5	1	1	17	5	2	1	1.1
O=C(O)c1ccc(N2C(=O)CSC2c2cccc([N+](=O)[O-])c2)cc1 (stereo unspecified)	4	1.1	-30	1	1	1	-4	-16	1	1.3

Given with two lines to a compound: 7 of the compounds above
The line under a structure holds: Diaphorase inh, PMI act, bIAP inh, PMI act satM6P, Diaphorase act, L major viab, TNAP inh hiacc, TNAP inh no acc, TNAP act hiacc, bIAP activator
> CN(C)c1nc(N)nc(CSc2ncc(Cl)cc2Cl)n1
→ 14, 0.8, 2, 0.8, 0.9, 7, 1, -3, 1, 1
> CCCN1C(=O)NC2(O)C(=O)c3ccccc3C12O (stereo unspecified)
→ -18, 1, -2, 1, 1.2, -5, -4, 14, 1, 1
> N#C/C(=C\c1ccccc1)C(=O)NC(=O)Oc1ccccc1
→ 16, 0.9, 5, 0.9, 0.8, -5, 1, -5, 1, 0.9
> Cc1cccc(OCCCC(=O)N2CCCc3ccccc32)c1C
→ 10, 0.9, 5, 1, 0.9, 3, 12, -8, 0.9, 0.9
> COc1ccc(CCNc2nc(=S)[nH]c3cc(OC)c(OC)cc23)cc1OC
→ 3, 1.1, 4, 1, 1, 10, -4, -8, 1, 1
> C=CCNC(=O)c1ccccc1NC(=O)c1ccccc1SC
→ 17, 1, 3, 1, 0.8, -1, -4, 0, 1, 1
> O=C(CSc1ncn[nH]1)Nc1cccc2ccccc12
→ 8, 0.8, 15, 0.9, 0.9, 1, 0, -4, 1, 0.8
